Source: PubChem BioAssay
CHRM5 PAM: human M5 muscarinic receptor positive allosteric modulators, primary screen, CHO-K1 cells, Fluo-8 calcium fluorescence | activation, % at 3 µM | hit rate 0.3% among 360,000 | Muscarinic acetylcholine receptor M5 (Homo sapiens), P08912 | CHO-K1 hM5, ACh EC20 PAM; 0% = ACh EC20, 100% = ACh EC100;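 active = activation above the run cutoff, the mean activation of all test compounds plus 3 SD, cut at about 18% in these data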
Target sequence (P08912 whole entry, looked up): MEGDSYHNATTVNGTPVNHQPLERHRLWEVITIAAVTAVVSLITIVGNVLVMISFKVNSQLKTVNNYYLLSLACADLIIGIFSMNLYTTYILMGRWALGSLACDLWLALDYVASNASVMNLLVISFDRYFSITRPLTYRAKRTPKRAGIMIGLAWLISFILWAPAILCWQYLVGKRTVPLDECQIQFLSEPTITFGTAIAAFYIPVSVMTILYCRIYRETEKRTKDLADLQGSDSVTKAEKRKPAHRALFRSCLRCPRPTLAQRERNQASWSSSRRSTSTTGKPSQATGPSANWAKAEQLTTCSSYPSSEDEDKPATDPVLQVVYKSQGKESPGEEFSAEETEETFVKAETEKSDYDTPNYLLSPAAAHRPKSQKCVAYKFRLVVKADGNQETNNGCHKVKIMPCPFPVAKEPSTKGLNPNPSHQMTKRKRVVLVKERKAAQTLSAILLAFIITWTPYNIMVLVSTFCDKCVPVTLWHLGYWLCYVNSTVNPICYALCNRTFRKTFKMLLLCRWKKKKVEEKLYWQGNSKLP
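System: CHO-K1 cell line with stable human muscarinic M5 receptor expression | Also added: EC20 acetylcholine as agonist stimulus | Compound: One concentration, 3 µM final (nominal) | Timing: Fluo-8 loading 80 min at 37 °C plus 30 min room temperature | Measured by: Fluo-8 calcium dye fluorescence, kinetic read | Read-out basis: % activation, ACh-normalized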
IDE inh: human IDE inhibitors in live cells, primary screen, fluorescence polarization, HEK cells, FAbetaB substrate | hit rate 0.41% among 320,000 | Insulin-degrading enzyme (Homo sapiens), P14735 | FAbetaB cleavage | inhibition, % at 5.59 µM;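 active = percent inhibition above the average of all tested compounds plus 3 SD, set per screening campaign, cut at about 16% in these data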;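 note: IDE supplied by intact live HEK cells; FP after avidin binding of uncleaved biotin substrate so inhibition keeps polarization high; 0% = DMSO wells and 100% = 60 µM reference IDE inhibitor Ii1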
CHRM5 agonist: human M5 muscarinic receptor agonists, primary screen, CHO-K1 cells, Fluo-8 calcium fluorescence. hit rate 0.19% among 360,000. AID 624037, 2012. Muscarinic acetylcholine receptor M5 (Homo sapiens), P08912. CHO-K1 hM5 cells; 0% DMSO wells, 100% maximal acetylcholine response. activation, % at 3 µM;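 active = activation above the run's mean over test compounds plus 3 SD, cut at about 23% in these data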;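 note: signal is peak over basal fluorescence ratio across the kinetic read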
CHRM5 antagonist: human M5 muscarinic receptor antagonists, primary screen, CHO cells, Fluo-8 calcium fluorescence. Muscarinic acetylcholine receptor M5 (Homo sapiens), P08912. CHO-hM5 cells, ACh EC80. inhibition, % at 3 µM. hit rate 0.59% among 360,000;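 active = inhibition above a per-plate cutoff, the mean of that plate's test compounds plus 3 SD, cut at about 27% in these data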;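 note: 0% = acetylcholine EC80 with DMSO and 100% = DMSO without agonist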
CRFR2-BP antag: antagonists of CRF-BP/CRF-R2 complex, primary screen, cell-based, HEK293, calcium dye fluorescence, uHTS. CRF-induced calcium fluorescence. inhibition, % at 11.8 µM. hit rate 0.59% among 350,000. AID 588475, 2011;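 active = inhibition of the ligand-induced calcium signal above about 50% at the single tested concentration, limit read from the data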
CHRM4 antagonist: human M4 muscarinic receptor antagonists, primary screen, CHO cells, Fluo-8 calcium fluorescence | Muscarinic acetylcholine receptor M4 (Homo sapiens), P08173 | CHO-hM4 cells, ACh EC80 | inhibition, % at 3 µM | hit rate 0.73% among 360,000;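 active = inhibition above its plate's cutoff, the mean inhibition of sample wells plus 3 SD, cut at about 27% in these data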;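 note: 0% = acetylcholine EC80 with DMSO and 100% = DMSO without agonist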
Target sequence (P08173 whole entry, looked up): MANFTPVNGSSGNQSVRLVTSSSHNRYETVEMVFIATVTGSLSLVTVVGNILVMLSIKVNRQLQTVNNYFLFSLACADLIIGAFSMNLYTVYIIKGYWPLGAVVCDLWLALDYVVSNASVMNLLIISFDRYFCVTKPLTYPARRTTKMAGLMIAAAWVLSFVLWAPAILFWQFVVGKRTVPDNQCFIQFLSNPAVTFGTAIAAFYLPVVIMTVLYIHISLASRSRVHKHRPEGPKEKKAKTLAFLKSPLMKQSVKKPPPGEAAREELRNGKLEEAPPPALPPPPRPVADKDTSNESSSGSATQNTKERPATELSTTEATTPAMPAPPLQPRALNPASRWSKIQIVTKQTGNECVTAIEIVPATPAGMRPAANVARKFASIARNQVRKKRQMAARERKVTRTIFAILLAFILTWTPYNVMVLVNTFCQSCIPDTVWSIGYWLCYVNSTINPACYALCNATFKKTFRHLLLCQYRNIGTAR
CHRM4 agonist: human M4 muscarinic receptor agonists, primary screen, CHO-K1 cells, Fluo-8 calcium fluorescence | CHO-K1 hM4/Gqi5; vehicle 0%, full acetylcholine response 100% | activation, % at 3 µM | AID 624127, 2012 | hit rate 0.14% among 360,000;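 active = activation above the run mean over all test wells plus 3 SD, cut at about 32% in these data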;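 note: peak over basal fluorescence ratio per well then scaled between controls; 0% = DMSO wells and 100% = acetylcholine at EC100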
CRFBP-R2 agonist: agonists of CRF-BP/CRF-R2 complex, primary screen, cell-based, HEK293, calcium dye fluorescence, uHTS; CRF-binding protein / CRF receptor 2 complex (human); calcium dye fluorescence (FLIPR); percent of saturating CRF peptide response; activation, % at 13.2 µM; hit rate 0.46% among 350,000; AID 588473, 2011;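 active = activation of at least 50%, plus an integration ratio under a set limit after plate pattern correction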;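 note: plate controls were neutral control wells without compound for no effect and CRF at EC100 for full effect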
M4 PAM: human M4 muscarinic receptor positive allosteric modulators, primary screen, CHO-K1 cells, Fluo-8 calcium fluorescence. Muscarinic acetylcholine receptor M4 (Homo sapiens), P08173. CHO-K1 hM4/Gqi5, ACh EC20; 0% = ACh EC20, 100% = maximal ACh. activation, % at 3 µM. hit rate 0.4% among 360,000;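 active = activation above its plate's cutoff, the mean activation of sample wells plus 3 SD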; note: some results filed as inactive read as strong as hits
* marks the source's active call; other numbers are inactive results; . = no result given.

Sequence of screens – CHRM5 PAM, IDE inh, CHRM5 agonist, CHRM5 antagonist, CRFR2-BP antag, CHRM4 antagonist, CHRM4 agonist, CRFBP-R2 agonist, M4 PAM
Cc1cccc(-n2c(C)nc3cc(C(=O)NCCN4CCOCC4)ccc32)c1
  5.2, ., -0.2, -0.2, -7.3, -0.5, 0.8, -0.1, -5.4
Cc1ccc(OCC(O)CNS(=O)(=O)c2ccccc2C(=O)N2CCCCC2)cc1 (stereo unspecified)
  8.4, 5.5, 3.2, -6.6, -0.6, 5.5, 2.2, 0.3, -3.3
CCOC(=O)N1CCN(CCC(=O)Nc2ccc(OC)cc2)CC1
  6.9, -3.3, -10.7, 0.2, 21.9, 0.4, 0.3, -0.1, 9.8
O=C(NCCc1ccccc1)C1CCCN1C(=O)Nc1cccc(Cl)c1 (stereo unspecified)
  -1.9, -0.9, -4.7, 13.5, 3.6, 4.9, 0.4, 0.7, -0.3
COc1ccc(C2=NN(c3nc(C(=O)O)cs3)C(O)(C(F)(F)F)C2)c(OC)c1 (stereo unspecified)
  2.5, 4.3, -3.4, -14.1, 0.1, -8.7, -0.4, -0.6, 13.8
CCOC(=O)c1c(NC(=O)CN2C(=O)NC3(CCCCC3C)C2=O)sc(C)c1CC (stereo unspecified)
  -29.1, -1.6, -6.7, 8.1, -23.4, -3.6, -0.1, 0.0, 0.5
OCCCNc1ncnc2c1cnn2-c1ccc(Cl)cc1
  -5.3, 0.4, -2.8, 8.4, 16.0, -10.4, 10.4, 1.1, -8.5
COc1ccccc1CN(C)C(=O)c1cc(-c2cc(OC)c(OC)c(OC)c2)nc2ccccc12
  -9.6, 3.7, 0.6, 16.1, -13.3, 22.0, 16.0, 0.5, -10.6
CCN1C(C)=C(C)S/C1=C1\SC(=S)N(N)C1=O
  -5.0, 10.6, 0.7, 6.9, 1.1, -2.2, 1.1, -0.8, 2.8
Cn1c(SCC(=O)N2CCN(c3ccccc3)CC2)nnc1-c1cc2ccccc2o1
  -0.8, 7.5, 0.0, -5.9, -1.2, 4.8, 1.3, -3.8, 10.3
COc1ccccc1/C=C/C(=O)NC(=S)Nc1ccccn1
  0.8, -0.1, 1.7, -14.8, 11.4, -7.1, 9.6, 0.5, -2.1
COc1ccccc1C(C)NCC(=O)NCc1ccc(C)cc1 (stereo unspecified)
  2.4, 0.0, -7.8, 1.7, -10.2, -1.8, 1.4, -1.1, 0.2
COCCOC(=O)c1[nH]c2c(c1C)C(=O)CC(c1ccc(OC)c(OC)c1)C2 (stereo unspecified)
  -13.2, 1.7, 4.6, 11.5, -3.9, -2.1, 9.2, 3.8, -10.5
COCC(=O)Nc1ccc(F)cc1
  3.7, -1.9, 3.1, -15.0, -26.7, -12.8, 5.6, 4.4, 7.0
CCCS(=O)(=O)c1ccc(COC(=O)c2cccc(NC(=O)C(C)C)c2)cc1
  -6.7, 1.4, -1.1, 6.6, 11.2, -8.4, 12.6, 4.3, -14.4
O=C(CNc1ccccc1F)Nc1cccc(S(=O)(=O)N2CCCCC2)c1
  -5.9, ., 2.7, 6.8, 3.8, -6.9, 2.5, -2.2, 15.8
CC1(C(=O)Nc2cccnc2)Cc2c(-c3ccc4c(c3)OCO4)ccnc2O1 (stereo unspecified)
  -1.5, ., 0.9, 2.1, ., -16.1, 1.7, ., 5.8
O=c1[nH]c(Cc2cccs2)nc2scc(-c3ccc(Cl)cc3)c12
  -7.3, 12.7, -1.6, 15.1, -6.4, -7.6, -0.1, -1.0, -4.2
O=C(Oc1ccc2c(-c3ccccc3)cc(=O)oc2c1)c1cccs1
  7.2, -0.2, 0.0, -0.7, 4.2, 8.8, 0.0, -0.9, -4.4
O=C(NC1CC1)C1=C[C@H](C2CCCCC2)C[C@H](OCCCCO)O1
  -0.3, 1.8, 2.1, 8.8, -9.4, 13.6, 2.1, -2.4, 4.8
CCOC(=O)c1sc2nc(CSc3ccccc3)nc(NCCN(C)C)c2c1C
  0.9, 0.3, -2.9, 5.8, -21.3, -3.7, 3.8, -0.2, -8.8
C/[N+]([O-])=C\C1C(=O)CCCC1=O
  6.3, 5.2, 1.7, -12.1, -7.1, -12.8, 1.0, 1.2, 13.6
COC(=O)c1c(N)nc(C)n1-c1ccc(OC)cc1
  -3.4, 1.0, 1.2, 4.1, 12.2, 18.9, -0.5, -1.7, -4.7
NC(=O)C1CCN(C(=O)CCSCc2ccc(Cl)c(Cl)c2)CC1
  -0.7, 3.2, -0.1, -2.4, -4.3, 4.6, 1.8, -0.5, -3.2
CN(CC(=O)Nc1ccccc1C(=O)NC1CC1)Cc1ccc(N(C)C)cc1
  14.6, 2.7, 2.5, 0.0, 5.0, -0.5, 2.4, 0.9, 6.9
Cc1ccccc1-n1nc2c(c1NC(=O)C(C)(C)C)CS(=O)(=O)C2
  1.6, 1.7, -0.4, -1.7, -12.9, 4.7, 0.9, 3.7, 2.3
CC(=O)COc1ccc2oc(=O)cc(-c3cc4ccccc4o3)c2c1
  -7.8, 8.1, -0.6, 9.5, 9.3, 5.1, 11.1, -1.1, -7.0
COc1cccc(CNC(=O)CC2Sc3ccccc3NC2=O)c1 (stereo unspecified)
  -3.6, -0.4, -2.5, 4.8, -10.8, 3.1, 1.0, 0.5, -4.3
Cc1noc(NC(=O)c2ccccc2)c1C#N
  -7.6, -6.4, -1.6, 16.1, -9.5, 3.9, 1.7, 2.8, -1.7
COc1ccc(-c2cc(=O)c3ccc(O)cc3o2)cc1
  3.6, ., -1.3, -4.3, -14.6, -14.2, 3.2, -1.8, 6.9

2 entries picked at random from those above, as already listed:
Sequence of screens – CHRM5 PAM, IDE inh, CHRM5 agonist, CHRM5 antagonist, CRFR2-BP antag, CHRM4 antagonist, CHRM4 agonist, CRFBP-R2 agonist, M4 PAM
CC1(C(=O)Nc2cccnc2)Cc2c(-c3ccc4c(c3)OCO4)ccnc2O1 (stereo unspecified)
  -1.5, ., 0.9, 2.1, ., -16.1, 1.7, ., 5.8
Cc1noc(NC(=O)c2ccccc2)c1C#N
  -7.6, -6.4, -1.6, 16.1, -9.5, 3.9, 1.7, 2.8, -1.7

The results go on.
Sequence of screens – CHRM5 PAM, IDE inh, CHRM5 agonist, CHRM5 antagonist, CRFR2-BP antag, CHRM4 antagonist, CHRM4 agonist, CRFBP-R2 agonist, M4 PAM
O=C1c2ccccc2C(=O)N1CN(C(=O)c1ccccc1)c1ccc(O)cc1
  -2.3, -7.3, 4.6, 6.7, -13.1, 1.0, -0.2, -2.4, -3.5
O=C(NCCN1CCOCC1)Nc1ccc(F)cc1
  0.4, -3.1, -0.1, 10.7, 4.3, -6.0, 0.2, 0.1, -4.6
FC(F)(F)c1ccccc1Nc1nccs1
  -1.5, 3.4, -3.0, 1.0, 15.8, -9.1, 0.5, 0.3, 11.2
CC(=O)c1cnc2nc(SCc3ccccc3C)nn2c1C
  -4.8, ., 1.5, 9.2, 1.4, -8.4, 4.4, 0.2, -2.4
NS(=O)(=O)c1ccc(CCNC(=O)CNCCc2ccc(C(F)(F)F)cc2)cc1
  10.5, 2.9, -2.8, -6.1, -3.8, 1.6, 1.0, 0.0, 2.0
CC(NC(=O)COc1ccccc1)C(c1ccccc1)N1CCN(C)CC1 (stereo unspecified)
  -7.2, -0.3, -6.7, 1.0, 17.9, -4.2, -0.6, 3.5, -3.1
COc1ccc(OC)c(N(CC(=O)Nc2cccnc2)S(=O)(=O)c2ccc(OC)c(OC)c2)c1
  -12.7, -0.6, 4.4, 10.7, -19.6, -5.4, 11.5, 0.8, -18.6
CCOP(=O)(OCC)C(Nc1cccc([N+](=O)[O-])c1)c1ccccc1 (stereo unspecified)
  3.7, -2.5, 2.8, -1.6, 84.1*, -9.4, -0.1, -0.3, -15.9
Nc1nc2ccc(C(=O)N3CCCCC3)cc2s1
  1.8, 10.3, -2.5, 4.5, 0.6, 0.4, 1.3, -1.3, 6.5
CCOC(=O)c1cc(-c2ccc([N+](=O)[O-])cc2)nc2c1c(=O)[nH]c(=O)n2Cc1ccccc1
  -2.7, 5.3, -2.5, 14.8, 4.2, 3.2, 3.1, -0.3, 4.5
CCN(C(=O)[C@@H]1CCCN1C(=O)c1cccs1)c1nc2cc(Cl)ccc2s1
  -3.6, 6.3, -3.2, -0.2, 9.0, -10.9, 0.0, -0.5, -4.1
Nc1nc(N)c2cc(Sc3cccc(C(F)(F)F)c3)ccc2n1
  -0.2, ., 3.6, 7.5, -16.6, 2.0, 5.2, -2.5, -3.0
FC(F)Oc1ccc(-c2csc(NNC3=NCCCCC3)n2)cc1
  -3.3, -3.0, -4.8, 2.4, 9.6, -3.2, 2.4, -1.8, 5.7
FC(F)(F)c1ccccc1Cc1c(-c2ccc(Cl)cc2)nc2ccc(Br)cn12
  8.0, ., 0.1, -5.9, ., 8.8, -0.5, ., -0.2
CCCCCCCCS(=O)c1sc2nc3c(cc2c1N)CCCC3 (stereo unspecified)
  9.4, 3.0, 2.5, 2.6, -13.1, 3.1, 3.9, -0.7, 1.7
COc1ccccc1-n1c(Cc2cccs2)n[nH]c1=S
  -0.2, -1.4, -1.6, -3.5, -12.1, 0.9, 0.3, 0.2, 2.5
COc1ccc(CN(C(=O)Cn2nnc(-c3ccc(C)o3)n2)C(C(=O)NCC2CCCO2)c2ccco2)cc1 (stereo unspecified)
  -7.4, -2.6, -4.1, 0.8, -6.3, -11.7, 7.4, -1.1, 4.1
COc1ccc(NC(=O)c2onc(C)c2Cl)cc1OC
  6.5, 2.0, -1.1, -2.7, 15.7, -16.9, 0.8, 1.1, 8.5
O=C(N/N=C/c1c[nH]c2ccccc12)c1ccccc1
  -0.1, 8.4, 0.6, 9.4, 7.7, 10.9, 0.7, -0.3, -3.0
CN(Cc1cccc(F)c1)C(=O)Cc1ccc(S(=O)(=O)N2CCOCC2)s1
  1.0, 3.9, -4.8, 3.8, -6.1, -7.0, 2.7, -1.7, 2.5
COc1ccc2c(c1)c(C(=O)CN1CCN(Cc3ccccc3)CC1)c(C)n2C
  -3.9, 5.5, 2.8, 2.8, -3.5, 1.9, 0.5, 2.4, -7.7
COc1ccc(C2(C(=O)N3CCOCC3)CCCC2)cc1
  6.0, -0.3, -1.4, -0.7, -14.5, 1.5, 0.0, -0.9, 4.3
N=c1c(C(=O)NCC2CCCO2)cc2c(=O)n3ccccc3nc2n1Cc1ccco1 (stereo unspecified)
  4.4, 1.1, -5.5, 4.0, 3.6, 6.4, 1.7, 6.5, 0.0
COC(=O)c1sc2nc(CN3CCOCC3)nc(N3CCOCC3)c2c1C
  -3.7, 2.2, -8.3, 11.4, -6.5, 7.8, 0.1, 2.4, -1.8
CCCn1c(N)c(C(=O)CN(C)CC(=O)Nc2ccc(F)cc2)c(=O)[nH]c1=O
  5.0, -3.5, 2.3, -2.6, 4.8, -9.0, 0.0, -0.6, 9.5
CCCCCCCCNC1=CC(=O)CC(C)(C)C1
  8.8, 7.0, 0.7, -10.9, -13.2, -0.9, 0.2, -0.6, -2.1
